TRPML3 ag = agonists of human TRPML3 channel. Q8TDD5. HEK293 TRPML3-YFP, Fluo-8 calcium fluorescence; 100% = the carbachol control signal. activation, % at 3 µM. 220,000 tested, 0.29% active. AID 1448;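 active = activation above its plate's cutoff, the mean activation of the plate's test wells plus 3 SD, cut at about 12% in these data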;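 also: 0% = DMSO only wells and 100% = carbachol wells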
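Material: TRPML3-YFP stable HEK293 cells | Dosing: One concentration, 3 µM nominal, 0.3% DMSO | Timing: 125 s total fluorescence read per well | Technique: Fluo-8 calcium dye fluorescence, ex 470-495, em 515-575 nm | Measure: Percent activation from peak-to-basal fluorescence ratio, scaled between DMSO and carbachol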
S1P4 antag = antagonists of human S1P4 receptor; O95977; 220,000 tested, 0.26% active; AID 1510; inhibition, % at 4.98 µM; S1P4-expressing cells, antagonist mode, reporter read-out; in the data active = inhibition above about 29%;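 also: 0% = wells stimulated with agonist and 100% = vehicle wells without agonist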
NPY Y1 blocker = blocks the human neuropeptide Y Y1 receptor | 200,000 tested, 1% active | HEK293-CNG Y1 cells, membrane potential fluorescence; NPY at EC95, then isoproterenol | inhibition, % at 3.6 µM | P25929;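 active = inhibition above the campaign mean inhibition of all tested compounds plus 3 SD, cut at about 20% in these data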;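 also: 0% = DMSO wells given NPY plus isoproterenol and 100% = isoproterenol alone without NPY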
Target sequence (P25929 whole entry, looked up): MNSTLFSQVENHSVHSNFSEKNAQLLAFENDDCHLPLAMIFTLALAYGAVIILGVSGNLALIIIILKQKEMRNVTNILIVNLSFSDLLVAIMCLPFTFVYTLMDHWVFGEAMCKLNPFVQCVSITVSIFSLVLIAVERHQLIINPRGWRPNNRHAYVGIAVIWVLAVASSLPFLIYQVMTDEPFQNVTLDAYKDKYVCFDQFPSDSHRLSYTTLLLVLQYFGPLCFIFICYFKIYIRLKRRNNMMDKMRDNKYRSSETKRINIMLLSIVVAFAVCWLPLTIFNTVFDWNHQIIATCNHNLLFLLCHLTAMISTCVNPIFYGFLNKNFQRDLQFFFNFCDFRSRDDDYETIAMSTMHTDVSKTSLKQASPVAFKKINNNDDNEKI
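System: HEK293 cells with Y1 receptor plus CNG channel / Probe or stimulus: NPY 25 nM then isoproterenol 1 µM plus Ro 20-1724 25 µM / Compound: one concentration, 3.6 µM, in 0.4% DMSO / Schedule: compound incubation 1 h at room temperature, readout 45 min post-stimulation / Measured by: membrane potential fluorescence / Read-out: % inhibition of NPY effect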
NPY1 pot ag = potentiates or activates human NPY-Y1 receptor; P25929; NPY-Y1 expressing cells, potentiator/agonist activation; activation, % at 3.6 µM; 220,000 tested, 0.37% active; AID 1304; in the data active = activation above about 33%, passing the limit was not always enough;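 also: cells stimulated with NPY at EC10 then isoproterenol at EC100; 0% = low agonist plus stimulus and 100% = saturating agonist plus stimulus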
CHOP inh = inhibitors of CHOP induction in ER stress response. CHO-K1 CHOP-promoter luciferase, tunicamycin-induced, 15-18 h. inhibition, % at 10 µM. 220,000 tested, 3.8% active. AID 2732;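 active = compounds that reduced the stress-induced luciferase reporter signal by more than about 70% of percent inhibition, limit read from the data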;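 also: 0% = tunicamycin plus vehicle and 100% = wells without tunicamycin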
S1P4 agonist = agonists of human S1P4 receptor; O95977; S1P4-expressing cell line, agonist reporter assay; activation, % at 4.98 µM; 220,000 tested, 0.35% active; in the data active = activation above about 11%;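 also: 0% = DMSO vehicle and 100% = reference agonist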
zfTRPN1 agonist = activates the zebrafish TRPN1 channel; HEK293 zebrafish TRPN1-YFP, Fluo-8 calcium fluorescence; 100% = response to 87 µM carbachol; activation, % at 3 µM; 220,000 tested, 0.18% active; AID 1424;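 active = activation above its plate's cutoff, the mean activation of test wells on that plate plus 3 SD, cut at about 19% in these data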;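 also: 0% = DMSO alone and 100% = 87 µM carbachol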
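Assay system: Zebrafish TRPN1-YFP in HEK293 cells | Incubation: Dye loading 1 h at 37 °C, then 30 min room temperature | Measured by: Kinetic Fluo-8 fluorescence, ex 470-495, em 515-575 nm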
EP2 mod = EP2 receptor (human) modulation; 260,000 tested, 0.83% active; EP2-expressing cells, cAMP HTRF FRET, PGE2 co-stimulation; induction, % at 25 µM; P43116;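 active = compounds whose cAMP rise, as percent of the full-agonist control response, exceeds 60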;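 also: rat C6 glioma line stably carrying human EP2 under a CMV promoter; the protocol text gives 20 µM as final concentration; 100% = response of wells given 1 µM PGE2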
NPY2 pot ag = human NPY-Y2 potentiation or agonism, primary screen; cells expressing NPY-Y2, potentiator/agonist read-out; activation, % at 3.6 µM; 220,000 tested, 0.45% active; in the data active = activation above about 27%;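 also: cells stimulated with NPY near EC25 plus isoproterenol at EC100; 0% = vehicle plus submaximal agonist and 100% = vehicle plus saturating agonist; some results beyond the cut were filed as inactive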
Target sequence (P49146 whole entry, looked up): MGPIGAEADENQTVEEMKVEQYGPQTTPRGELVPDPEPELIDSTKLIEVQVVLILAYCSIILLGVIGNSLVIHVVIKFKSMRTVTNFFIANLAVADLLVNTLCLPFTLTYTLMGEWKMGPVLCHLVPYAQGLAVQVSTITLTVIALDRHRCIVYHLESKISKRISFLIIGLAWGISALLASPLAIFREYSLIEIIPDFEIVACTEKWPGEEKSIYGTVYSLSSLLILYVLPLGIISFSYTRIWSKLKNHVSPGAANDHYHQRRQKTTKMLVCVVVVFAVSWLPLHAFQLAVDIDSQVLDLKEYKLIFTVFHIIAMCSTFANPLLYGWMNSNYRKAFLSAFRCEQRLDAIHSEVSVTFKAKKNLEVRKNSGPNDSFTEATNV
Numbers without * were called inactive.

What do the screens show for `CC(C)(CO)NCc1cccc(OCc2ccc(Cl)cc2)c1`?
TRPML3 ag: 0.6; S1P4 antag: 0; NPY Y1 blocker: 15; NPY1 pot ag: -37; CHOP inh: -13; S1P4 agonist: -0.1; zfTRPN1 agonist: -1.4; EP2 mod: -56; NPY2 pot ag: -6

What do the screens show for `Cc1ccc(-c2c(C(=O)NCc3ccccc3)oc(=O)c3ccccc23)cc1`?
TRPML3 ag: -0.5; S1P4 antag: 0; NPY Y1 blocker: 6; NPY1 pot ag: 10; CHOP inh: 19; S1P4 agonist: -0.2; zfTRPN1 agonist: -1.1; EP2 mod: 38; NPY2 pot ag: 3

Results for O=C(Nc1ccc(N2CCOCC2)cc1)c1cccnc1 ?
TRPML3 ag: -0.8; S1P4 antag: -13; NPY Y1 blocker: 3; NPY1 pot ag: 5; CHOP inh: 19; S1P4 agonist: 2.2; zfTRPN1 agonist: -1.0; EP2 mod: 5; NPY2 pot ag: 12

How did CCOC(=O)c1c(NC(=O)C2=C(C)NC(=S)NC2c2ccc(C)cc2)sc(C)c1C (stereo not drawn) do in these assays?
TRPML3 ag: 1.0; S1P4 antag: -8; NPY Y1 blocker: 0; NPY1 pot ag: -29; CHOP inh: 74*; S1P4 agonist: -0.3; zfTRPN1 agonist: 0.0; EP2 mod: 18; NPY2 pot ag: -4

What do the screens show for `Cn1c(=O)cc(OCCCC(=O)NCc2ccccn2)c2ccccc21`?
TRPML3 ag: 0.4; S1P4 antag: -12; NPY Y1 blocker: -1; NPY1 pot ag: -18; CHOP inh: -74; S1P4 agonist: -2.9; zfTRPN1 agonist: 0.3; EP2 mod: 13; NPY2 pot ag: 4

How did O=C(NNC(=O)c1ccco1)c1ccccc1 do in these assays?
TRPML3 ag: 0.6; S1P4 antag: -24; NPY Y1 blocker: -5; NPY1 pot ag: -8; CHOP inh: 8; S1P4 agonist: 1.2; zfTRPN1 agonist: 1.5; EP2 mod: 14; NPY2 pot ag: -4

What do the screens show for `CCS(=O)(=O)N1CCN(c2ccc(C(=O)NC3C4CC5CC(C4)CC3C5)cc2[N+](=O)[O-])CC1` (stereo not drawn)?
TRPML3 ag: 0.8; S1P4 antag: -11; NPY Y1 blocker: 4; NPY1 pot ag: -2; CHOP inh: 29; S1P4 agonist: 0.0; zfTRPN1 agonist: 0.1; EP2 mod: -6; NPY2 pot ag: -3

How did Cc1cccc(C(C)C)c1NC(=O)C1CN(S(=O)(=O)c2ccccc2)CCN1S(=O)(=O)c1ccccc1 (stereo not drawn) do in these assays?
TRPML3 ag: -1.0; S1P4 antag: -6; NPY Y1 blocker: -3; NPY1 pot ag: 7; CHOP inh: 22; S1P4 agonist: 1.0; zfTRPN1 agonist: -2.6; EP2 mod: 14; NPY2 pot ag: -12

How did O=[N+]([O-])c1cc2c(cc1C=Nc1ccccc1)OCO2 do in these assays?
TRPML3 ag: -0.1; S1P4 antag: -6; NPY Y1 blocker: -7; NPY1 pot ag: 12; CHOP inh: 10; S1P4 agonist: 0.1; zfTRPN1 agonist: 2.2; EP2 mod: 9; NPY2 pot ag: 5

What do the screens show for `Cc1ccc(NC(=S)NNC(=O)Cn2nc([N+](=O)[O-])cc2C)cc1`?
TRPML3 ag: -0.3; S1P4 antag: -4; NPY Y1 blocker: 0; NPY1 pot ag: -20; CHOP inh: 10; S1P4 agonist: -3.1; zfTRPN1 agonist: 0.4; EP2 mod: 8; NPY2 pot ag: -9

For convenience, 2 of the compounds above:
How did O=[N+]([O-])c1cc2c(cc1C=Nc1ccccc1)OCO2 do in these assays?
TRPML3 ag: -0.1; S1P4 antag: -6; NPY Y1 blocker: -7; NPY1 pot ag: 12; CHOP inh: 10; S1P4 agonist: 0.1; zfTRPN1 agonist: 2.2; EP2 mod: 9; NPY2 pot ag: 5

What do the screens show for `Cc1ccc(NC(=S)NNC(=O)Cn2nc([N+](=O)[O-])cc2C)cc1`?
TRPML3 ag: -0.3; S1P4 antag: -4; NPY Y1 blocker: 0; NPY1 pot ag: -20; CHOP inh: 10; S1P4 agonist: -3.1; zfTRPN1 agonist: 0.4; EP2 mod: 8; NPY2 pot ag: -9

Other compounds follow:
What do the screens show for `CCNC(=O)/C(C#N)=C/c1c(N(Cc2ccccc2)Cc2ccccc2)nc2ccccn2c1=O`?
TRPML3 ag: -0.7; S1P4 antag: 3; NPY Y1 blocker: -1; NPY1 pot ag: -16; CHOP inh: 32; S1P4 agonist: 0.8; zfTRPN1 agonist: 0.1; EP2 mod: 17; NPY2 pot ag: 12

What do the screens show for `Cc1cc(C(=O)N/N=C/c2c(C)nn(-c3ccccc3)c2C)n[nH]1`?
TRPML3 ag: -0.1; S1P4 antag: 18; NPY1 pot ag: -10; CHOP inh: -12; S1P4 agonist: 1.5; zfTRPN1 agonist: 1.1; EP2 mod: 1; NPY2 pot ag: -10

How did c1csc(-c2nc3nc4ccccc4nc3n2Cc2ccc3c(c2)OCO3)c1 do in these assays?
TRPML3 ag: -0.4; S1P4 antag: 8; NPY Y1 blocker: -2; NPY1 pot ag: -39; CHOP inh: 6; S1P4 agonist: 0.9; zfTRPN1 agonist: -1.1; EP2 mod: 9; NPY2 pot ag: -6

How did Cc1ccc(OCC(=O)Nc2ccc(N3CCOCC3)cc2)c([N+](=O)[O-])n1 do in these assays?
TRPML3 ag: 1.3; S1P4 antag: -16; NPY Y1 blocker: 2; NPY1 pot ag: 10; CHOP inh: 9; S1P4 agonist: 0.5; zfTRPN1 agonist: 2.4; EP2 mod: -14; NPY2 pot ag: -3

What do the screens show for `Cc1nn(-c2ccccc2)cc1/C=N/NS(=O)(=O)c1ccccc1`?
TRPML3 ag: -0.9; S1P4 antag: -20; NPY Y1 blocker: 6; NPY1 pot ag: -21; CHOP inh: 5; S1P4 agonist: 0.1; zfTRPN1 agonist: -0.4; EP2 mod: 8; NPY2 pot ag: 5

How did CCC(C)(C)NC(=O)C1CCN(c2nc(OC)nc(OC)n2)CC1 do in these assays?
TRPML3 ag: 0.3; S1P4 antag: -12; NPY Y1 blocker: -1; NPY1 pot ag: 5; CHOP inh: 12; S1P4 agonist: -0.1; zfTRPN1 agonist: 0.9; EP2 mod: -1; NPY2 pot ag: 4

How did O=C(NCCc1c[nH]c2ccccc12)C1CCN(S(=O)(=O)c2ccccc2F)CC1 do in these assays?
TRPML3 ag: 1.3; S1P4 antag: -5; NPY Y1 blocker: 2; NPY1 pot ag: -1; CHOP inh: 14; S1P4 agonist: -1.6; zfTRPN1 agonist: 1.4; EP2 mod: -99; NPY2 pot ag: -1

How did c1ccc2c(c1)CCCn1nnnc1-2 do in these assays?
TRPML3 ag: 0.0; S1P4 antag: -3; NPY Y1 blocker: -3; NPY1 pot ag: -4; CHOP inh: 17; S1P4 agonist: -2.2; zfTRPN1 agonist: -0.4; EP2 mod: 12; NPY2 pot ag: -7

How did O=C(/C=C/c1ccc([N+](=O)[O-])cc1)NCCc1ccc(F)cc1 do in these assays?
TRPML3 ag: 0.4; S1P4 antag: -20; NPY Y1 blocker: 2; NPY1 pot ag: 9; CHOP inh: 38; S1P4 agonist: -0.8; zfTRPN1 agonist: 0.2; EP2 mod: -92; NPY2 pot ag: 46*

Results for N/C(=N\OC(=O)CCn1cccc(C(F)(F)F)c1=O)c1ccc(OC(F)(F)F)cc1 ?
TRPML3 ag: 1.0; S1P4 antag: -5; NPY1 pot ag: -5; CHOP inh: 3; S1P4 agonist: 0.2; zfTRPN1 agonist: 0.1; EP2 mod: 25; NPY2 pot ag: 16

How did C[C@@H](C(=O)Nc1ccccc1N1CCOCC1)N1C(=O)C2CC=CCC2C1=O (stereo partly drawn) do in these assays?
TRPML3 ag: 0.4; S1P4 antag: -6; NPY Y1 blocker: 1; NPY1 pot ag: -1; CHOP inh: -3; S1P4 agonist: 1.3; zfTRPN1 agonist: 1.7; EP2 mod: 4; NPY2 pot ag: -11

What do the screens show for `CCC(CC)c1nnc(NC(=O)c2c(C)nn(Cc3ccccc3Cl)c2C)s1`?
TRPML3 ag: 6.8; S1P4 antag: -14; NPY Y1 blocker: -2; NPY1 pot ag: 8; CHOP inh: 105*; S1P4 agonist: 1.2; zfTRPN1 agonist: 2.4; EP2 mod: 24; NPY2 pot ag: -11

What do the screens show for `CC1(C)C2CCC1(C(=O)O)c1nc3ccccc3nc12` (stereo not drawn)?
TRPML3 ag: 0.5; S1P4 antag: 6; NPY Y1 blocker: -4; NPY1 pot ag: -6; CHOP inh: -5; S1P4 agonist: -0.2; zfTRPN1 agonist: 0.2; EP2 mod: 8; NPY2 pot ag: 2

What do the screens show for `Cc1ccc(C2CC(=O)NC(SCC(=O)Nc3nccs3)=C2C#N)cc1` (stereo not drawn)?
TRPML3 ag: 0.8; S1P4 antag: -11; NPY Y1 blocker: 0; NPY1 pot ag: 10; CHOP inh: 11; S1P4 agonist: 0.4; zfTRPN1 agonist: 1.3; EP2 mod: 0; NPY2 pot ag: 10

How did CCCCOC(=O)c1cc(=O)[nH]c(=O)[nH]1 do in these assays?
TRPML3 ag: 1.0; S1P4 antag: -9; NPY Y1 blocker: 3; NPY1 pot ag: -3; CHOP inh: 21; S1P4 agonist: -0.2; zfTRPN1 agonist: -0.3; EP2 mod: 1; NPY2 pot ag: -6

Results for CN1CCN(C(=O)NC2CCCN2S(=O)(=O)c2ccc(Cl)cc2)CC1 (stereo not drawn) ?
TRPML3 ag: -0.5; S1P4 antag: -13; NPY Y1 blocker: -3; NPY1 pot ag: 2; CHOP inh: 20; S1P4 agonist: -2.8; zfTRPN1 agonist: 1.7; EP2 mod: 4; NPY2 pot ag: -5

Results for CC(C)COc1ccc(C(=O)Nc2ccc(NC(=O)c3ccco3)c(Cl)c2)cc1 ?
TRPML3 ag: -0.1; S1P4 antag: -22; NPY Y1 blocker: 5; NPY1 pot ag: 1; CHOP inh: 101*; S1P4 agonist: 1.4; zfTRPN1 agonist: 4.8; EP2 mod: -6; NPY2 pot ag: -2

How did CCOC(=O)N1CCC(N2CCN(C3CCCC3)C(CCO)C2)CC1 (stereo not drawn) do in these assays?
TRPML3 ag: 0.8; S1P4 antag: 7; NPY Y1 blocker: 1; NPY1 pot ag: -5; CHOP inh: 8; S1P4 agonist: 0.2; zfTRPN1 agonist: 0.5; EP2 mod: 7; NPY2 pot ag: -2

What do the screens show for `O=C(/C=C/N1CCN(Cc2ccccc2)CC1)C(F)(F)F`?
TRPML3 ag: 0.9; S1P4 antag: 6; NPY Y1 blocker: 3; NPY1 pot ag: 17; CHOP inh: 31; S1P4 agonist: -0.2; zfTRPN1 agonist: 1.3; EP2 mod: 13; NPY2 pot ag: 6

What do the screens show for `O=C(C1CC1)N1CCc2cc(Br)cc(S(=O)(=O)NCc3ccc4c(c3)OCO4)c21`?
TRPML3 ag: -0.1; S1P4 antag: -26; NPY Y1 blocker: 10; NPY1 pot ag: -3; CHOP inh: 14; S1P4 agonist: 0.5; zfTRPN1 agonist: -0.5; EP2 mod: -1; NPY2 pot ag: -2

Compound activity as filed in PubChem BioAssay.

Compounds were not picked by outcome; overall some 6.5% were active at least once.
